Screening results from PubChem BioAssay.
HT1080-NT tox: kills 2HG-producing HT-1080-NT fibrosarcoma cells; hit rate 1.6% among 360,000; AID 686970; HT-1080-NT fibrosarcoma viability, CellTiter-Glo ATP luminescence, 48 h; Potency, µM (titrated, usually from 46.1 µM), without a hit: top-dose activity, negative = less viability, hits mostly cytotoxic;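 further: NT is the 2HG producing partner of a matched IDH1 knockdown line; potency means the concentration at half of the fitted maximal effect; 0% = DMSO-treated cells and -100% = media-only wells without cells; nearly all actives have a fitted effect of over 55% in size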
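Fibrosarcoma NT cells, 750 per well in 5% FBS RPMI, were exposed to compound for 48 hours. Viability: CellTiter-Glo luminescence.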
IL1B secr inh: blocks inflammasome-driven IL-1 beta release. THP-1 LPS/ATP IL-1B secretion, AlphaLISA, 16 h; stronger effect = lower value. activity change, % at 57.5 µM. hit rate 4.7% among 360,000; in the data active means activity change below about -50%; inconclusive means mostly about -30% to -49%; further: on the % scale 0 is the no-effect control and ±100 the full control effect
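Secreted IL-1B measured by AlphaLISA bead assay after 16 h compound exposure of THP-1 cells; compounds (final up to 57.5 uM) added 1 h before LPS (250 ng/mL) and ATP (1.25 mM) stimulation; lower signal means less secretion.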
HepG2 viability: HepG2 cytotoxicity, counter-screen for TGF-b inhibitors | AID 588856 | Potency, µM (doses to about 46.1 µM), without a hit: at the top dose activity change, negative = cytotoxicity, most hits filed as cytotoxic | HepG2 CAGA-GFP viability, ATP luminescence, 18 h | hit rate 0.76% among 410,000; further: potency means the concentration at half of the fitted maximal effect; some results filed as inactive show a strong effect at the top dose
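CellTiter-Glo luminescence gave cytotoxicity after 18 hours at 37 degrees C. The cells were HepG2 CAGA-GFP in 1% FBS DMEM, stimulated with 500 pg/mL TGF-beta after compound addition. %Activity was normalised to no-cell wells (complete cell-killing) and DMSO (no toxicity), and curves were fitted and classified.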
ATXN2 expr inh: reduces ATXN2 reporter expression in HEK-293 cells. HEK-293 ATXN2-luciferase reporter, luminescence, 24 h. Potency, µM (highest dose often 57 µM), without a hit: at the highest dose activity change, negative = inhibition, hits mostly inhibitors. hit rate 0.72% among 360,000; further: potency means the concentration at half of the fitted maximal effect; on the % scale 0 is the no-effect control and ±100 the full control effect; nearly all actives have a fitted effect of over 55% in size
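qHTS (up to 57 uM final) was run with 24 h compound exposure of reporter cells at 37 °C. Each well was multiplexed: SteadyGlo luminescence measured ATXN2-luciferase expression after a fluorogenic Gly-Phe-AFC viability readout (25 uM final).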
SW480 rerep: inducers of DNA re-replication in SW480 colon cancer cells. SW480 DNA re-replication, Hoechst DNA content imaging, 48 h. Potency, µM (doses to about 46.1 µM), for the others: top-dose re-replication activation, actives largely listed as activators. hit rate 1.8% among 340,000. AID 624297; further: potency means the concentration at half of the fitted maximal effect; % of control where 0% means no effect; nearly all actives have a fitted effect of over 55% in size
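Cells (250 per well) received 23 nL compound or DMSO by pin tool and were kept 48 hr at 37 C, 5% CO2. Nuclei were then stained with Hoechst for 40 min and scanned for DNA content.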
MCF10A rereplic: inducers of DNA re-replication in MCF 10A breast cells. MCF 10A DNA re-replication, Hoechst nuclear intensity, 48 h. Potency, µM (series often up to 46.1 µM), inactives show at the top dose activity, positive = re-replication, actives largely listed as activators. hit rate 2.9% among 350,000. AID 624296; further: potency means the concentration at half of the fitted maximal effect; % of control where 0% means no effect; nearly all actives have a fitted effect of over 50% in size
S2 tox: reduces viability in counter-screen for ATXN expression inhibitors; Potency, µM (highest dose often 56.7 µM), hits mostly cytotoxic; S2 cells (HEK-293 line with an ATXN2-luciferase reporter) viability, CellTiter-Fluor protease fluorescence, 24 h; hit rate 0.49% among 400,000; AID 651635; further: potency means the concentration at half of the fitted maximal effect; nearly all actives have a fitted effect of over 40% in size
KB-3-1 tox: KB-3-1 parental cell cytotoxicity. KB-3-1 viability, CellTiter-Glo ATP luminescence, 72 h. Potency, µM (top dose mostly 46.1 µM), for the others: at the top dose activity change, negative = cytotoxic, hits mostly cytotoxic. hit rate 1.4% among 400,000. AID 1347075; further: potency means the concentration at half of the fitted maximal effect; on the % scale 0 is the no-effect control and ±100 the full control effect; nearly all actives have a fitted effect of over 60% in size
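Multi-concentration cytotoxicity screen in KB-3-1 cells grown in DMEM lacking phenol red with 10% FBS. After 72 h at 37 °C with compound, ATP-dependent luminescence was recorded.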
HT1080 IDH1KD tx: HT-1080 IDH1 knockdown cell toxicity (counter line). Potency, µM (series often up to 46.1 µM), without a hit: top-dose activity, negative = toxicity, usual class: cytotoxic. hit rate 2% among 360,000. AID 686971. HT-1080 IDH1 knockdown viability, ATP luminescence, 48 h;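 further: potency means the concentration at half of the fitted maximal effect; 0% = DMSO wells and -100% = cell-free medium wells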
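HT-1080-IDH1KD cells (IDH1 knocked down), 750/well in RPMI with 5% FBS, treated with compound 48 h at 37 degrees C. Viability by CellTiter-Glo luminescence, normalised to DMSO and no-cell wells; concentration-response curves classed.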
Starred values were filed as active, the others as inactive; i = inactive; ? = inconclusive; . = no result given; & = joins results of further samples; [ ] = dose if it differs, or a comment. Unless noted, the call rests on the fitted dose curve; in most records, active means well fitted curve in the direction sought with a large enough effect; inconclusive means small, poorly fitted or top-dose-only effect, or another doubt; inactive means no such curve, though single readings can be large; an effect the other way counts as inactive or inconclusive. Random draw from the library (roughly 8.9% active in at least one column).

SMILES | HT1080-NT tox | IL1B secr inh | HepG2 viability | ATXN2 expr inh | SW480 rerep | MCF10A rereplic | S2 tox | KB-3-1 tox | HT1080 IDH1KD tx
CCOC(=O)c1c(NC(=O)c2ccnn2C)sc(C)c1C | 22% | -5 | 3% | -15% | 8% | 20% | i | -2% | 23%
O=S(=O)(NCc1cn2ccccc2n1)c1cccs1 | 5% | 4 | 9% | 52%[activator] | -1% | -8% | i | -8% | 4%
COc1ccc(Cn2c(=O)[nH]c3cc(C(=O)N4CCN(c5ccccc5OC)CC4)ccc3c2=O)cc1 | ? | -7 | 5% | -21% | ? | 13% | i | 21µM* | -19%
COc1ccc(/C=C/C(=O)NC(=S)Nc2ccc(S(=O)(=O)Nc3cc(C)on3)cc2)cc1 | 18% | 20 | -14% | -2% | -119%[inhibitor] | 29% | i | 1% | -2%
Cc1nnnn1CC(=O)Nc1ccccc1[N+](=O)[O-] | 18% | 16 | 10% | -5% | -3% | 2% | i | -4% | 21%
CC(=O)c1ccc(S(=O)(=O)N2CCN(C(=O)CN3C(=O)NC4(CCCC4)C3=O)CC2)cc1 | 4% | -6 | 5% | 15% | -64%[inhibitor] | -14% | ? | 6% | -3%
CC(C)(C)NC(=O)NC(=O)COC(=O)c1nc(-c2ccccc2)n(-c2cccc(C(F)(F)F)c2)n1 | 12% | 25 | -18% | 4% | ? | 10% | i | 11% | 7%
O=C(NC(c1ccc(Cl)cc1)c1ccsc1)C1CCN(CCOc2ccc(Cl)cc2)CC1 (stereo unspecified) | ? | -68* | -108% | ? | . | . | ? | 0% | ?
O=C(NNC1=NCCCCC1)Nc1cccc(Cl)c1 | 3% | -1 | 15% | 2% | -13% | 1% | i | 7% | 10%
COCCCN1CC(=O)N2C(c3ccccc3)c3[nH]c4ccccc4c3C[C@H]2C1=O (stereo partly specified) | -10% | -6 | -14% | -7% | 1% | -1% | i | 2% | -6%
Cc1cc(C)nc(SCC2COc3ccccc3O2)n1 (stereo unspecified) | -2% | -7 | 7% | 31% | -10% | -1% | i | -21% | -1%
CCCc1nc2ccc(Cl)cn2c1Cc1ccccc1OC | ? | 10 | -31% | ? | . | . | ? | ? | ?
Cc1ccc(-n2cc(CNCC3CC(=O)N(C4CC4)C3)c(-c3cccc(C)c3)n2)cc1 (stereo unspecified) | 0% | -64* | -107% | . | ? | 24% | ? | ? | -2%
CC(=O)Nc1ccc(Nc2ccc3cc(S(=O)(=O)N4CCCCC4)ccc3n2)cc1 | . | . | -24% | 0% | . | . | ? | 0% | .
Cc1nc2ccc(N=NC3=C(O)CC(C)(C)CC3=O)cc2s1 | -2% | 52 | 8% | 24% | 2% | 10% | i | 2% | 9%
COc1cc(SSc2cc(OC)cc([N+](=O)[O-])c2N)c(N)c([N+](=O)[O-])c1 | -1% | -77* | -58% | . | 28% | 7% | 7.9µM* | ? | -12%
CCCn1nnnc1NC(=O)c1cccs1 | -16% | 19 | -19% | -3% | 1% | 14% | i | -7% | -11%
CCn1c(SCC(=O)Nc2ccc(S(=O)(=O)Nc3onc(C)c3C)cc2)nnc1-c1ccccc1 | 14% | 0 | 4% | 2% | -1% | 4% | i | 10% | 9%
CCOc1ccc(-c2csc(C3COc4ccccc4O3)n2)cc1 (stereo unspecified) | 10% | 0 | -2% | 32%[activator] | -2% | -10% | i | 4% | 1%
CCOC(=O)c1ccc(S(=O)(=O)N2CCN(CC3CC=CCC3)CC2)cc1 (stereo unspecified) | 5% | 4 | 1% | -9% | -2% | ? | i | -10% | 4%
CC1CCN(CCCNC(=O)CN2C(=O)CSc3ccc(S(=O)(=O)N4CCOCC4)cc32)CC1 | 24% | -20 | -29%&4% | -2% | -15% | 12% | i | 24% | 20%
O=C(O)CCc1ccc(-c2ccc(Cl)cc2)n1CC(=O)Nc1ccccc1 | 3% | 19 | -2% | 12% | 9% | 2% | i | -4% | 14%
Cc1ccc(N2CC(C(N)=O)CC2=O)cc1 (stereo unspecified) | 0% | -25 | 2% | 4% | -9% | -1% | i | 5% | 5%
Cc1nn(-c2ccccc2)c(C)c1C(=O)Nc1nnc(-c2ccco2)o1 | -25% | -9 | -19% | -18% | ? | 10% | i | ? | -23%
Cc1ccc(SC(c2ccccc2)C(Cn2cncn2)C(=O)c2ccccc2)cc1 (stereo unspecified) | 0% | -6 | 4% | -22% | -3% | ? | ? | -4% | 7%
CCC(=O)c1ccc(N2CCN(S(=O)(=O)c3ccccc3)CC2)c(F)c1 | -1% | 23 | -5% | 0% | -7% | 4% | i | 2% | 14%
O=C(Cc1ccc(F)cc1)N[C@@H]1c2ccccc2CC[C@H]1OCc1ccccc1 | 0% | -8 | 2% | 5% | 10% | -1% | i | 0% | -1%
CN(C)S(=O)(=O)N1CCN(CC(O)COc2ccc3cc(Br)ccc3c2)CC1 (stereo unspecified) | ? | -3 | -30% | -23% | 10% | 0% | i | ? | -30%
CCCCOc1ccc(C(=O)Nc2ccc3c(c2)C(=O)NC3=O)cc1 | 0% | 7 | -28% | 1% | -5% | -4% | i | 2% | 11%
COc1ccc(-c2nnc(SCC(=O)N3CCOCC3)o2)cc1OC | -9% | -2 | 5% | 0% | -4% | 1% | i | -8% | -4%
CCOC(=O)C/C(C)=N/NC(=O)CNc1cccc(Cl)c1C | -1% | 11 | 8% | -27% | -15% | -9% | i | 0% | 3%
COc1ccc(OC)c(/C=N/N=C2\SCC(=O)N2Cc2ccco2)c1 | 1% | 12 | -36% | 18% | 20% | -2% | i | 1% | 0%
O=c1c2c(c(-c3ccccc3)nn1Cc1ccccc1)CCCC2 | 8% | ? | -14% | -8% | -12% | 13% | i | 5% | 6%
COC(=O)Cc1c[nH]c2ccc(OCC(O)CNC(C)C)cc12 (stereo unspecified) | 6% | -1 | -27% | 1% | -8% | -7% | i | -5% | -12%
COc1ccccc1N(CC(=O)NC1CCCCC1)C(=O)CCC(=O)Nc1nccs1 | -12% | -6 | -31% | 0% | -3% | -1% | i | 5% | -8%
CC(C)(C)OC(=O)N1Cc2cc3ccccc3nc2C1 | -2% | 17 | -29% | . | . | . | i | -17% | 1%
Cc1cc(C(=O)OCC(=O)N2CCc3ccccc32)c(C)o1 | ? | -8 | 12% | 48%[activator] | -4%[9.22 µM] | 0% | i | ? | 14%
CCc1ccc(S(=O)(=O)NCc2csc(C)n2)s1 | 10% | 13 | -4% | 0% | -9% | ? | i | -7% | 14%
Cc1ccc(C(=O)Nc2ccc(Cl)cn2)cc1S(=O)(=O)N1CCOCC1 | -8% | -5 | -4% | 16% | -1% | 7% | i | -8% | -2%
O=C(CN1C(=O)NC(c2ccccc2)(c2ccccc2)C1=O)Nc1cccnc1Cl | 2% | 6 | 10% | 1% | -2% | 0% | i | 15% | 19%
Cc1cc(C)n(C(CC(=O)N2CCc3ccccc3C2)C(=O)O)n1 (stereo unspecified) | -5% | 16 | -4% | 4% | 26% | ? | i | -10% | 0%
O=S(=O)(c1ccc(Br)cc1)c1nc(-c2ccccc2)oc1NCc1cccnc1 | -4% | -18 | -34% | -15% | ? | ? | i | -4% | -8%
O=C(NC(=S)Nc1cc([N+](=O)[O-])ccc1O)c1ccc2c(c1)OCO2 | ? | -10 | -62% | 48%[activator] | ? | 13µM* | i | -11% | ?
COc1ccc(-c2[nH]ncc2CN2CCN(c3ccc(F)cc3)CC2)cc1 | -15% | -15 | -31% | . | -5% | 0% | i | 0% | 0%
CCOC(=O)N1CCN(C(=O)C2CCN(S(=O)(=O)N(CC)CC)CC2)CC1 | 7%[9.24 µM] | -2 | -23% | -4% | -2% | 0% | i | -1% | -15%
Cc1ccc(S(=O)(=O)N2CCN(C(=O)CN3C(=O)c4ccc([N+](=O)[O-])cc4C3=O)CC2)c(C)c1 | 3% | 13 | 0% | 0% | 8% | 15% | i | 23% | 0%
CSc1nnc(NC(=O)C2CCCCC2)s1 | -1% | 2 | -54% | 37%[activator] | -15% | 6% | i | 1% | 6%
CC1(C)Cc2c(C#N)c(N3CCOCC3)nc(-c3ccccc3)c2CO1 | 4% | -16 | -1% | 0% | -6% | 7% | ? | -23% | -2%[9.24 µM]
CCCCc1cc(=O)oc2cc(OCC(=O)NC3CCN(Cc4ccccc4)CC3)ccc12 | 9% | -25 | -25% | -18% | -10% | -2% | i | 10% | 7%
CCOc1ccc(OCC(=O)N(C)c2c(N)n(Cc3ccccc3)c(=O)[nH]c2=O)cc1 | -10% | 2 | 2% | -10% | 18% | -2% | i | 12% | 1%
CCOCc1nnc(NC(=O)c2cc(OC)c(OC)cc2[N+](=O)[O-])s1 | -1% | 5 | -6% | 2%[11.3 µM] | -10% | -11% | i | 1% | -7%
Cc1cc(NC(=O)COC(=O)COc2cccc3c2OC(C)(C)C3)no1 | 12% | 17 | 0% | -12% | 0% | 3% | ? | -11% | 6%
Fc1ccccc1N1CCN(c2ncc3c(n2)CCN(Cc2ccc(Br)s2)C3)CC1 | . | . | -4% | -15% | . | . | i | 3% | .
CCOC(=O)c1ccc(Nc2ccc(-c3ccc(OC)c(OC)c3)nn2)cc1 | -27% | 15 | -12% | -9% | 13% | 12% | i | -3% | ?
Cc1ccc(C)c(N=Cc2c(O)c3ccccc3oc2=O)c1 | -3% | 4 | 5% | 16% | -15% | 5% | i | -11% | -7%
COC(=O)c1ccc(COC(=O)CNC(=O)c2ccc(C)s2)cc1 | -2% | 13 | 17% | . | 0% | -2% | ? | 5% | 11%
O=C(Cc1nc(-c2ccc([N+](=O)[O-])cc2)cs1)Nc1ccccc1 | 0% | -24 | -55% | -13% | -1% | -23% | i | -16% | -5%
